High-throughput results from PubChem.
mHTT-CaM PPI inh – mHTT-calmodulin interaction abrogation; P42858; AlphaScreen His-mHTT/GST-CaM binding, luminescence; inhibition, % at 15 µM; 3.6% of 190,000 active; AID 1671202;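 note: 0% = both proteins with DMSO and 100% = one protein alone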
Pf apPOL inh – Pf-apPOL DNA polymerase inhibition. Recombinant Pf-apPOL, molecular beacon fluorescence, 1.5 h. inhibition, % at 10 µM. 0.25% of 210,000 active
* marks the source's active call; other numbers are inactive results; / = no result given; & = joins results of further samples. Cut-off read from the data, not from the text of the source: active = inhibition above about 50%; inactive = the rest.

Every second line gives: mHTT-CaM PPI inh	Pf apPOL inh
#1 Cc1ccc(-c2cc(N3CCN(C(=O)NC(C)C)CC3)ncn2)cc1
 : -9	-6
#2 CCCn1cc(S(=O)(=O)Nc2cccc(C)c2)c2cccnc21
 : -1	1
#3 COc1cccc(CNC(=O)C2CCCN(c3nccnc3Sc3ccccc3)C2)c1 (stereo not given)
 : 0	-1
#4 CC1=C(C(=O)Nc2ccccc2F)C(c2ccsc2)C2=C(CC(c3ccccc3)CC2=O)N1 (stereo not given)
 : -43	-1
#5 CC1Cc2nc(SCC(=O)Nc3cccc(F)c3)n(C)c(=O)c2S1 (stereo not given)
 : 16	1
#6 CN1CCN(c2nc(C(=O)N3CCOCC3)cs2)CC1
 : -5	0
#7 Cc1ccc(NCN2C(=O)C3CC=CCC3C2=O)cc1Cl (stereo not given)
 : 1	7
#8 COc1ccccc1/C=C/C1=NC(=C\c2ccc([N+](=O)[O-])cc2)/C(=O)O1
 : -3	0
#9 Cc1nc2ncnn2c(C)c1Cc1ccc(Cl)cc1F
 : -3	30
#10 Cc1ccc(-c2nc(C=Nc3ccc(C)cc3Br)c(O)o2)cc1
 : 8	0
#11 O=C(NCCCn1ccnc1)c1cc(-c2ccc(Cl)s2)nc2ccccc12
 : 50*	3
#12 O=C(CSc1nnc(CNC(=O)c2cccs2)o1)Nc1ccccc1C(F)(F)F
 : -5	-12
#13 CC1(C)CC(=O)C2=C(C1)Nc1ccccc1NC2c1ccc2c(c1)OCO2 (stereo not given)
 : 2&5	-1&0
#14 CC(=O)N1CCCC2(C1)Nc1ccccc1NC2=NC1CCCC1 (stereo not given)
 : 28	2
#15 N#CC(C(=O)c1ccco1)=C1SCCS1
 : /	3
#16 Cc1ccc(Oc2nccnc2N2CCCC(C(=O)NCc3cccc(Cl)c3)C2)cc1 (stereo not given)
 : -2	-2
#17 O=C(c1ccco1)N1CCc2ccc(NS(=O)(=O)Cc3ccccc3Cl)cc21
 : 3	-5
#18 COc1ccc(CCNC(=O)C2COCC(=O)N2Cc2ccccc2)cc1OC (stereo not given)
 : -1	3
#19 CCOCC(=O)N1CCc2cn(CCOC)c3cccc(c23)C1
 : 29	-4
#20 Cc1ccc(-c2cn3c(n2)N(C(=O)c2cnn4cccnc24)CCC3)cc1
 : 8	0

Every second line gives: mHTT-CaM PPI inh	Pf apPOL inh
#21 COc1ccc(C2C(C#N)=C(N)Oc3cc(C)n(Cc4cccs4)c(=O)c32)cc1OC (stereo not given)
 : -11	2
#22 COc1ccc(CC(C)(O)CNC(=O)NCc2ccc(F)cc2)cc1 (stereo not given)
 : -16	-21
#23 O=C(c1ccc(Cn2cncn2)cc1)N1CCN(c2ccccc2)CC1
 : -5	-2
#24 CC1CN(C(=O)NCCSCc2cccc(C(F)(F)F)c2)CC(C)O1 (stereo not given)
 : /	-8
#25 COc1ccc(N(CN2C(=O)c3ccccc3C2=O)C(=O)c2ccccc2)cc1
 : 24	3
#26 COc1ccc(OCCOc2ccc(C)cc2[N+](=O)[O-])cc1
 : -6	-5
#27 COc1ccc(CCN2C(=O)CC(=O)NC2=O)cc1OC
 : 1	1
#28 CCSc1nnc(NC(=O)CCc2ccc(OC)cc2)s1
 : -6	-4
#29 O=C(Nc1cccc(Cl)c1)Nc1c(Cl)cccc1Cl
 : -8	-1
#30 Cc1ccc2c(c1)N(Cc1ccccc1F)N=C(C(=O)N1CCCCC1)S2(=O)=O
 : 1	-2
#31 COc1ccc(-n2nc3c(c2NC(=O)c2ccccc2Cl)CSC3)cc1
 : 22	-1
#32 CCn1cc(/C=C2\NC(=O)N(Cc3ccc(Br)cc3)C2=O)c2ccccc21
 : 4	-7
#33 O=C(Cn1ccc([N+](=O)[O-])n1)Nc1ccc(I)cc1
 : 0	-2
#34 CCCC(=O)Nc1ccc(NC(=O)c2ccc([N+](=O)[O-])o2)cc1
 : 5	-2
#35 COc1ccccc1C1=N/C(=C\c2c(F)cccc2Cl)C(=O)O1
 : 0	-4
#36 CCOC(=O)CNC(=O)N1CCCC1c1ccc(C)cc1 (stereo not given)
 : -8	-1
#37 CCSc1sccc1C1C(C#N)=C(N)N(c2ccc([N+](=O)[O-])cc2)C2=C1C(=O)CCC2 (stereo not given)
 : 32	1
#38 O=C(c1cc(F)c(F)cc1Cl)n1cccn1
 : 1	-2
#39 Cn1cccc1C(=O)N1CCCC(COc2ccc(C(=O)NC3CC3)cc2)C1 (stereo not given)
 : 15	-2
#40 Fc1ccc(OCCCOc2ccc(F)cc2)cc1
 : -68	-3

Every second line gives: mHTT-CaM PPI inh	Pf apPOL inh
#41 O=C(Oc1ccc2ccccc2c1I)c1ccc(Cl)c(Cl)c1
 : /	-11
#42 COc1cccc(OCCNC(=O)Nc2cc(F)c(F)cc2Cl)c1
 : -7	-1
#43 O=C(C1CCCN(S(=O)(=O)c2ccc(Br)s2)C1)N1CCCC1 (stereo not given)
 : -7	4
#44 CCN1CCN(C2CCN(C(=O)Cc3ccc(OC)cc3)CC2)C1=O
 : -5	-2
#45 O=C(NCc1ccccn1)N1c2ccccc2Sc2ccccc21
 : 10	-5
#46 COc1ccc(CNc2ccc(C)c(C)c2)c(OC)c1
 : 58*	-5
#47 COc1cc([N+](=O)[O-])ccc1N=Cc1nc(-c2ccccc2F)oc1O
 : 1	0
#48 CCC[C@H]1[C@@H](N(C)Cc2ccccc2)CC[C@@]23CCCN2C(=O)CCC[C@@H]13
 : 27	-9
#49 N#Cc1ccc(N2C=C(C(=O)N3CCCCC3)S(=O)(=O)c3ccccc32)cc1
 : -6	0
#50 CCSc1nnc(NC(=O)NC2CCCCC2)s1
 : 0	-2
#51 CC1=C(C(=O)Nc2cccnc2)C(c2ccc(C)cc2)n2nc(SCc3ccccc3)nc2N1 (stereo not given)
 : -3	-7
#52 COc1cccc(C(=O)Nc2c3c(nn2-c2ccccc2C)CSC3)c1
 : 41	-3
#53 Clc1ccccc1CN1COc2cc3c(cc2C1)OCO3
 : 12	-8
#54 CC(O)CN(N)C1=NS(=O)(=O)c2ccccc21 (stereo not given)
 : -7	/
#55 Cn1ccnc1SCC(=O)c1ccc2c(c1)OCO2
 : -2	-9
#56 CCC(C)NC(=O)c1ccnc(-c2ccc(C)s2)c1 (stereo not given)
 : -8	24
#57 CSc1ccc(CNC(=O)c2ccc3c(c2)N(C)C(=O)C2CCCCN32)cc1 (stereo not given)
 : 17	1
#58 COc1ccc(N2CC(C(=O)Nc3ccc(Br)cc3)CC2=O)cc1 (stereo not given)
 : 5	-11
#59 Cn1ccc(=O)c2cc(Br)ccc21
 : -8	-5
#60 CC(C)=CCCC1(C)C=Cc2c(c(C)cc3c2[nH]c2ccccc23)O1 (stereo not given)
 : /	-16

Every second line gives: mHTT-CaM PPI inh	Pf apPOL inh
#61 COCc1nn(CC2CC2)c2c1CN(C(=O)Cc1ccccc1)CC2
 : 2	0
#62 N#Cc1ccccc1NC(=O)C(=O)NCC1CCN(C(=O)c2ccccc2F)CC1
 : -10	-8
#63 CC1CN(CCC(=O)Nc2ccc(Br)cc2)CC(C)O1 (stereo not given)
 : 0	-12
#64 Cc1cccc(NC(=O)CSc2cn(C)c3ccccc23)c1C
 : 7	2
#65 CC1=C(C(N)=O)C(c2ccc(O)cc2)n2nc(SCc3ccccc3)nc2N1 (stereo not given)
 : 5	-2
#66 COc1cc2c(cc1OC)C(COc1ccc([N+](=O)[O-])cc1)N(C(=O)C13CC4CC(CC(C4)C1)C3)CC2 (stereo not given)
 : 23	-6
#67 COCCn1cc2c3c(cccc31)CN(C(=O)Nc1cc(Cl)c(OC)cc1OC)CC2
 : 28	-1
#68 c1cncc(-c2noc(C3CCCN3Cc3cccs3)n2)c1 (stereo not given)
 : 22	-6
#69 COc1ccc(CN2C(=O)c3ccccc3C2C(=O)NC2CCCCCCC2)c(OC)c1 (stereo not given)
 : 19	-20
#70 COc1ccc(-c2coc3cc(OCc4ccc(C)cc4)ccc3c2=O)cc1
 : -2	-9
#71 Cc1ccc(S(=O)(=O)N(CC(=O)Nc2ccc(C(N)=O)cc2)Cc2ccc(F)cc2)cc1
 : 16	6
#72 COc1ccc(C(=O)N2CCCC2COc2ccc(C(=O)NC(C)C)cc2)c(C)c1 (stereo not given)
 : -4	-4
#73 Cc1ccc(C(O)(c2ccccc2)c2cnc(C(C)C)n2C)cc1 (stereo not given)
 : 5	5
#74 CCOC(=O)c1ccc(NC(=S)N2CCN(C(=S)Nc3ccc(C(=O)OCC)cc3)CC2)cc1
 : /	2&-3
#75 Cc1cccc(CN2CCC(O)(c3ccc(Br)cc3)CC2)c1
 : -5	-7
#76 CCCCCCCOc1ccc(=S)[nH]n1
 : /	-4
#77 O=C1c2ccccc2NC(c2ccccc2)N1c1ccc(O)cc1 (stereo not given)
 : -1	3
#78 O=C(O)COc1nc(N2CCOCC2)nc(N2CCOCC2)n1
 : 6	-4
#79 CC1CCN(S(=O)(=O)N2CCCC(C(=O)NCCc3ccccc3)C2)CC1 (stereo not given)
 : -11	-17
#80 Cc1ccc(-n2c3c(cc(C(=O)NCc4ccc5c(c4)OCO5)c2=O)C(=O)CC(C)(C)C3)cc1
 : 1	0

Every second line gives: mHTT-CaM PPI inh	Pf apPOL inh
#81 CCc1ccc(S(=O)(=O)N2CCC(c3nc4cccnc4n3C)C2)cc1 (stereo not given)
 : -3	-6
#82 O=S(=O)(NCc1ccc(Cl)cc1)c1ccccc1
 : -10	-1&0&-3
#83 Cc1nn(C)c2c(=O)n(CC(=O)NC3CCCCCC3)ccc12
 : -9	-2
#84 Cc1ccc(NC(=O)CN2CCC(c3nc(-c4ccccc4)no3)CC2)c(Cl)c1
 : -4	10
#85 O=C(Nc1ccc(F)cc1)C12CC3CC(CC(C3)C1)C2
 : -1	0&-11
#86 COc1cc(OC)cc(C(=O)NCCOc2ccccc2)c1
 : -3	-11
#87 Cc1ccc([N+](=O)[O-])cc1NC(=O)CC(NCCCO)C(=O)O (stereo not given)
 : -8	-2
#88 Cc1c(Cl)c([N+](=O)[O-])nn1CC(=O)NCCCn1ccnc1
 : 5&-1	-2&-7
#89 O=C(CN1C(=O)NC2(CCCCC2)C1=O)Nc1ccc(Br)cc1F
 : -3	-1
#90 COc1ccc(Br)cc1C1SCCN1S(=O)(=O)c1ccccc1 (stereo not given)
 : -19	-2
#91 Cc1cccc(N2C(=O)NC3CC2(C)Oc2ccccc23)c1 (stereo not given)
 : -11	-3
#92 Cc1ccccc1CNC(=O)CN1CCc2ccccc2C1C(=O)N1CCC(C)CC1 (stereo not given)
 : 37	-6
#93 O=C1CCC(C(=O)N2CCCn3cc(-c4ccccc4)nc32)N1 (stereo not given)
 : 0	-1
#94 CC(C)n1cc(C2=CCN(C(=O)NC3CCCC3)CC2)c2cccnc21
 : 31	-1
#95 Cc1ccc(NC(=O)CSc2cn(CCNC(=O)c3ccccc3F)c3ccccc23)c(C)c1
 : 6	1
#96 COc1ccc(OC)c(NS(=O)(=O)c2ccc(OC)c3ncccc23)c1
 : 4&0	-1
#97 CC(C)(O)C1=NOC(c2ccccc2)C1 (stereo not given)
 : -2	1
#98 Cc1cc(OC(=O)c2ccc(C(C)(C)C)cc2)c([N+](=O)[O-])c(=O)[nH]1
 : -2	-8
#99 CCOc1ccccc1C1C(C(=O)Nc2ccccc2)=C(C)Nc2nc(-c3ccccc3)nn21 (stereo not given)
 : 6	-2
#100 CCOC(=O)CC1Sc2ccccc2NC1=S (stereo not given)
 : /	-28

Every second line gives: mHTT-CaM PPI inh	Pf apPOL inh
#101 O=C1C(=O)N(Cc2c(F)cccc2Cl)c2ccc(Br)cc21
 : 66*	0
#102 COc1ccc(-c2nc3c4c5c(sc4ncn3n2)CCCC5)cc1OC
 : 2&-4	-2&-3
#103 O=C(C1CC1)N1CCc2cc(Br)cc(S(=O)(=O)N3CCOCC3)c21
 : 4	3
#104 CN1CC(=NS(=O)(=O)c2ccccc2)N(C)C1=O
 : -3	4
#105 O=C(CN1N=C(c2ccc(Cl)cc2)CCC1=O)NC1CC1
 : -10	-11
#106 CC(NC(=O)C1CCCO1)c1ccccc1 (stereo not given)
 : -1	5
#107 COc1ccc(-c2csc(/C(C#N)=C/Nc3ccc(S(N)(=O)=O)cc3)n2)cc1OC
 : 4	-1
#108 O=C(CN1C(=O)CCCc2ccccc21)N1CCN(c2ccc(F)cc2)CC1
 : 5	-4

No enrichment for hits, and some 3.5% of all compounds hit somewhere here.
